# Screening results as filed in PubChem.
# Autophagy HCS – alters autophagy in cells; calls only at 10 µM (by protocol); MEF GFP-LC3 puncta imaging; test concentration mostly 10 µM; 190,000 tested, 0.98% active;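 active means percentage of spot-positive cells more than 3 SD above its plate mean, without a fluorescence outlier flag or 80% toxicity; inconclusive means no clear call, values can overlap the other calls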;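 further: spot-positive cell cutoff set from DMSO-treated cells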
# MT stabilize HCS – microtubule stabilization, imaging screen. HeLa tubulin immunostaining HCS, 24 h; share of cells brighter than vehicle mean+2SD. % tubulin-high responders, % at 10 µM. 200,000 tested, 0.83% active;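 active means plate Z-score above 3 for both tubulin-high and condensed-nucleus cell shares, with cell loss under 80%, at 10 µM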;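 further: anti alpha tubulin signal scored within the nucleus-defined area of each cell; some results filed as inactive read as strong as hits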
# Insulin prom up – MIN6 insulin promoter up-regulation; MIN6 insulin promoter-GFP reporter, high-content imaging; hits give high values; z-score at 5 µM; 190,000 tested, 0.3% active;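 active means z-score above 3 at 5 µM with at least 500 cells counted in the well; inconclusive means wells under 500 cells, flagged as cytotoxic or low count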
# M17LAP inhibition – P. falciparum M17LAP inhibitors, primary screen, biochemical, fluorogenic H-Leu-NHMec substrate, 1536-well (AID 1619); 220,000 tested, 0.38% active; recombinant M17LAP, H-Leu-NHMec fluorogenic kinetic assay; higher % means a stronger effect; inhibition, % at 30 µM, or IC50 in µM where a hit was titrated;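 active means compound inhibiting the enzyme by more than half at any dose during confirmatory dose-response retesting; inconclusive means strong single-dose inhibitors picked by rank but not retested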;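 further: plate controls were full reaction with DMSO carrier for no effect and no enzyme background for full effect; strong numbers were not always called active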
# Dynein transport – dynein cargo transport inhibition; 3617.4 mouse cells, GR-EGFP nuclear translocation imaging; test concentration mostly 20 µM; stimulated with dexamethasone, 1 µM; hits give low values; z-score, hits read low; 220,000 tested, 0.47% active; AID 1381;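 active means plate z-score of nuclear minus cytoplasmic receptor signal below a set negative limit, without overly bright fluorescence or cell loss, cut at about -3.5 in these data, passing the limit was not always enough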;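 further: z-score of nuclear minus cytoplasmic ring GR-EGFP intensity difference per well; some compounds called inactive have numbers as strong as hits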
#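 Buffer or medium: tetracycline-free induction medium containing charcoal-stripped FBS / Reagent: dexamethasone agonist, 1.0 µM final, for 30 min / Technique: automated 10x imaging of fixed Hoechst-stained cells / Times: induction 48 h, compound 1 h, agonist 30 min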
# NOD2 inhibition – inhibition of NOD2-driven NF-kB reporter – cell-based, luminescence, uHTS, HEK293 (AID 1566); HEK293 NOD2/NF-kB luciferase reporter, luminescence; higher % means a stronger effect; inhibition, % at 4 µM, or EC50 in µM where a hit was titrated; 290,000 tested, 0.63% active; in the data active means inhibition above about 50%; further: many of its hits are not listed in these tables
# bCat nuc transl – alters nuclear translocation of beta-catenin in HeLa cells; immunofluorescence imaging; nuclear translocation activity, % at 5 µM; 190,000 tested, 0.3% active;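 active means nuclear translocation activity above 50% at 5 µM, with a well cell count of 50 or more; inconclusive means wells under 50 cells across six images, flagged as toxic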;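 further: per-cell ratio of nuclear to cytoplasmic median beta-catenin stain intensity; plate controls were DMSO negative control for no effect and GSK-3 inhibitor IX positive control for full effect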
#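 Read-out: Nuclear/cytoplasmic beta-catenin signal ratio, % activation | Assay system: Human HeLa cell line | Times: 24 h compound exposure at 37°C, 5% CO2 | Signal: Fluorescence imaging of beta-catenin antibody stain plus DAPI | Dosing: 5 µM primary, 0.02–20 µM confirmation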
# Yfh1-off respiration – mitochondrial function rescue without frataxin homolog – Friedreich's ataxia, plus single-dose screen, dose response (AID 1465); S. cerevisiae Yfh1-off respiration, WST-1 reduction, 72 h; higher fold induction means a stronger effect; fold induction at 50 µM, or EC50 in µM where a hit was titrated; 220,000 tested, 0.074% active;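 active means fold induction of absorbance versus untreated yeast above a set limit, then at least 30% activation at any dose in follow-up; inconclusive means repeats straddling the limit, or above it without dose testing; inactive means fold induction below the set limit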;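 further: activators that raise dye reduction in frataxin-depleted yeast; strong numbers were not always called active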
# NOD1 inhibition – NOD1 signaling inhibitors, primary screen, cell-based, luminescence, uHTS (AID 1578) | 290,000 tested, 1% active | one-dose inhibition, % at 4 µM; EC50 in µM for titrated hits | NOD1-driven NF-kB luciferase reporter cells, luminescence; higher % means a stronger effect; in the data active means inhibition mostly above about 36%, no sharp cut-off; inactive means mostly below about 34%;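 further: HEK-293T reporter cells stimulated with the NOD1 agonist gamma-tri-DAP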
# Dynein transport cytoplasmic EGFP – recorded beside Dynein transport, whose call it bears; z-score; measured here: cytoplasmic GR-EGFP intensity; hits give high values
# Dynein transport nuclear GR-EGFP – second read-out of Dynein transport, no call of its own (marks repeat the call); z-score; measured here: nuclear GR-EGFP intensity;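 lower value marks the stronger effect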
# Dynein transport cell count – further read-out of Dynein transport, marked with its call; z-score; measured here: cell count per field
# Insulin prom up cell count – also measured in Insulin prom up; calls as there; cell count; measured here: cytotoxicity, nuclei count;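 total cells summed across four imaged fields per well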
# bCat nuc transl cell count 5 µM – also measured in bCat nuc transl; calls as there; cell count; measured here: cell count, cytotoxicity flag
# MT stabilize HCS Hoechst-high % – further read-out of MT stabilize HCS, marked with its call; % Hoechst-high responders; measured here: nuclear condensation Hoechst responders;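 share of cells brighter than vehicle mean plus two SD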
# MT stabilize HCS cytotoxicity % – second read-out of MT stabilize HCS, no call of its own (marks repeat the call); toxicity, %; measured here: cytotoxicity by cell density;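 0% = mean cell density of plate MIN control wells and 100% = no cells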
# Autophagy HCS cell loss 18 h – recorded beside Autophagy HCS, whose call it bears; toxicity, %; measured here: cell loss, nuclei count;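 cell loss after 18 h compound exposure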
# Active calls of the source: *; i = inactive; u = inconclusive; x = not tested or not shown; + = active, no number. An excerpt; count on the stated rates, not on these rows.
SMILES,Autophagy HCS,Autophagy HCS cell loss 18 h,MT stabilize HCS,MT stabilize HCS Hoechst-high %,MT stabilize HCS cytotoxicity %,Insulin prom up,Insulin prom up cell count,M17LAP inhibition,Dynein transport,Dynein transport cytoplasmic EGFP,Dynein transport nuclear GR-EGFP,Dynein transport cell count,NOD2 inhibition,bCat nuc transl,bCat nuc transl cell count 5 µM,Yfh1-off respiration,NOD1 inhibition
Cc1cc(C)nc(SCc2ccc(C(=O)O)o2)n1,i,-10,1.7,3.6,3.7,x,x,1%,1.8,0.085,1.1,-0.5,6%,-4.3,1142,i,-3%
CCOC(=O)c1cnc2ccc(C(=O)OC)cc2c1Nc1ccc2c(c1)OCCO2,+,-4.4*,1.1,1.6,8.0,x,x,-6%,-0.24,-0.23,-0.45,0.13,-294%,x,x,i,15%
Cc1cc(C)nc(N/N=C/c2ccc(N3CCOCC3)cc2)n1,i,17,3.7,1.5,1.4,-0.08,1416,2%,1.9,-0.26,1.6,-0.37,2%,0.1,1549,i,-36%
CCN(CC)CCn1c(NCc2ccc(C)o2)nc2ccccc21,i,24,2.5,1.2,6.1,-0.87,892,10%,1.5,-0.00031,0.84,-1.5,10%,x,x,x,-2%
Cc1ccc(C)c(NC(=O)C2CCC(C)(C(=O)O)C2(C)C)c1 (stereo not given),i,3,3.0,3.5,7.1,1.6,1334,44%,-0.17,-0.19,0.015,0.94,-2%,-1.4,1332,i,38%
CC1CCCN(C(=O)Nc2ccc(Br)cc2Cl)C1 (stereo not given),i,0,5.4,1.9,9.5,0.57,1434,7%,0.73,-0.35,0.46,-0.51,-71%,0.4,1383,i,-43%
O=C(/C=C/c1cn(-c2ccccc2)nc1-c1cccs1)NCCN1CCOCC1,x,x,x,x,x,-0.54,1353,2%,0.034,-0.21,-0.076,-0.41,-21%,0.0,1125,i,-13%
CCOC(=O)C1Sc2[nH]c(=O)sc2C(c2ccc(Cl)cc2)C1C(=O)OCC (stereo not given),i,-4,1.6,2.0,6.9,0.72,849,7%,0.0048,-0.076,0.42,-0.41,17%,4.7,1083,i,32%
O=C(/C=C/c1ccc(S(=O)(=O)N2CCOCC2)cc1)NCc1ccccc1,i,-11,2.4,3.3,8.1,0.2,1449,-13%,-0.61,-0.22,-0.49,0.28,4%,-0.8,1042,i,-11%
Cc1ccc(C2CC(=O)N3CN(Cc4ccco4)CSC3=C2C#N)cc1 (stereo not given),i,4,4.0,4.4,8.3,0.73,1196,-2%,0.67,-0.26,0.43,-0.37,-7%,-7.8,1026,i,-12%
N#C/C(=C/c1ccc(F)cc1)c1nc(CCN2C(=O)c3ccccc3C2=O)cs1,i,0,1.1,1.5,1.5,-0.1,1708,7%,1.7,-0.35,1.2,-0.8,-43%,0.3,1009,i,-25%
O=[N+]([O-])c1cccc(C(=S)N2CCN(c3ccccc3)CC2)c1,i,-2,4.1,2.0,5.7,0.3,1318,9%,-0.48,0.21,-0.45,0.23,3%,-4.3,553,i,-14%
CCCCC(CC)CNC(=O)CCS(=O)(=O)c1cccc2nonc12 (stereo not given),i,-14,2.3,3.0,9.2,0.21,1300,-3%,0.18,-0.23,0.63,-0.13,-6%,-1.6,1120,x,-15%
C=CCNC(=O)c1onc(CSc2ccc(OC)cc2)c1C(=O)O,i,-3,3.6,1.9,7.9,-0.09,1675,28%,-0.64,-0.23,-0.88,1.1,4%,-1.0,1312,i,-3%
COC(=O)c1ccc(NC(=S)N2CCN(Cc3cccc(C)c3)CC2)cc1,i,2,1.0,1.7,13,x,x,-2%,-0.54,-0.24,-0.61,1.3,13%,x,x,i,8%
Cc1cc(C(=O)CN2CCC(C)CC2)c(C)n1-c1ccc(F)cc1,i,26,8.3,2.3,3.3,0.18,1438,26%,1.5,-0.045,1.2,-1.1,-34%,-1.4,1136,i,-23%
COc1cccc(C(C(=O)NC(C)(C)C)N(C(=O)CCC(=O)Nc2cc(C)on2)C2CC2)c1OC (stereo not given),i,6,1.3,2.7,9.6,-1,1222,7%,0.37,-0.18,0.34,-0.19,9%,1.3,1203,i,-10%
CCN(CC(=O)NCc1ccc(Cl)cc1)S(=O)(=O)c1ccc(NC(C)=O)cc1,i,18,1.4,0.6,21,-0.46,1157,1%,-0.46,-0.34,0.11,0.8,3%,-1.4,1081,i,-14%
COc1ccc(Cn2c(=O)[nH]c3cc(C(=O)NCCCN4CCCCCC4)ccc3c2=O)cc1,i,24,2.7,3.1,6.1,-0.37,1115,-12%,-0.76,-0.18,-0.44,1,4%,1.9,1097,i,-20%
Cc1cc(Nc2ccccc2Br)n2nc(C)nc2n1,i,10,3.6,1.3,7.2,0.12,1168,7%,-0.43,-0.26,0.41,0.83,8%,0.7,550,x,-14%
Cc1nc(C(=O)N(C)C)nn1-c1cc(Cl)cc(Cl)c1,i,-26,2.6,2.5,9.5,0.85,1092,8%,0.21,-0.048,-0.18,0.43,13%,-0.1,774,i,10%
CN(C)S(=O)(=O)c1cccc(C(=O)Nc2cc(Cl)cc(Cl)c2)c1,i,-5,1.5,0.9,4.5,-0.02,836,1%,0.26,-0.2,0.37,0.29,1%,0.0,1011,i,12%
Cc1cccc(OC2CCN(Cc3nc(CC4CC4)no3)CC2)c1,i,18,2.9,2.6,3.3,0.3,1498,-12%,-0.0043,-0.21,0.29,-1.2,10%,-3.0,994,i,-41%
CCSc1nnc(-c2cc(Br)ccc2N)c(=O)[nH]1,i,9,2.5,2.5,0.3,x,x,18%,0.47,-0.17,0.13,-0.15,8%,-0.1,1455,i,-24%
COCCCNC(NC(=O)c1ccc(Cl)cc1)C(Cl)(Cl)Cl (stereo not given),i,-2,2.2,1.9,8.7,-0.15,815,-4%,-1.1,-0.19,-0.091,0.86,12%,-0.2,1419,i,38%
CC(C)c1cccc(OCCCCN(C)C)c1,i,12,0.9,2.2,8.3,x,x,-1%,-0.44,-0.29,-0.16,0.72,7%,-1.1,1098,i,32%
CCOC(=O)C1=C(CNCc2ccc(C)cc2)NC(=O)NC1c1ccc(OC)cc1 (stereo not given),i,-2,8.7,2.6,5.6,-0.37,1316,-5%,0.2,-0.16,0.045,-0.0072,-14%,-1.5,1194,i,-13%
Cc1oc(-c2cccs2)nc1CN1CCN(CCC(C)C)C(CCO)C1 (stereo not given),i,-4,2.2,2.4,7.5,x,x,5%,1.4,0.02,1.2,-1.5,-6%,-1.0,1527,i,-3%
CCn1nc(C)c(CN2CCN(Cc3ccsc3)C(CCO)C2)c1C (stereo not given),i,-7,2.5,2.2,7.9,-0.46,1426,x,-0.11,-0.19,0.45,0.13,7%,0.3,921,i,-6%
O=C1CC(N2CCN(c3ccccc3O)CC2)C(=O)N1Cc1ccccc1 (stereo not given),i,-1,1.6,1.8,14,-0.26,1568,0%,-0.64,-0.17,-0.63,0.069,-3%,1.9,1025,i,-12%
O=Nc1c(-c2ccccc2)cc2ccccn12,i,60,2.7,1.9,3.8,1.6,1119,32%,-1.4,-0.27,-0.71,1.1,-5%,-2.5,1102,u,-32%
CCN(CC)C(=O)CSc1nc(O)cc(=O)n1CC,i,12,1.7,2.2,10,-0.05,1617,24%,-0.28,-0.17,-0.14,0.45,3%,0.5,1335,i,7%
Cc1ccc(-n2nnnc2-c2cccnc2)cc1,x,x,x,x,x,0.11,1427,13%,0.15,-0.14,0.077,-0.23,1%,1.7,1195,i,-10%
O=C1CCC(C(=O)OCC(=O)C23CC4CC(CC(C4)C2)C3)N1 (stereo not given),i,19,2.2,1.2,9.8,-0.2,1037,4%,-1.2,-0.32,-0.34,1.2,8%,-7.9,1043,i,2%
CC1(C)Cc2c(sc3c2c(=O)n(-c2ccc(Cl)cc2)c(=O)n3CC(N)=O)CO1,x,x,x,x,x,x,x,5%,-0.24,-0.19,-0.28,0.98,-29%,1.5,995,i,-9%
Clc1ccc(Nc2nc(-c3cccs3)cs2)nc1,i,5,2.0,1.6,6.3,x,x,0%,-0.12,-0.2,0.45,1.4,-195%,x,x,i,-36%
Cc1csc(=NC(=O)c2ccccc2)n1C,i,-1,6.7,2.2,6.6,x,x,45%,1.4,-0.11,0.57,-0.8,-62%,x,x,i,-68%
O=C(NCc1ccccc1)C(=O)NCC(c1ccco1)N1CCOCC1 (stereo not given),i,3,8.0,3.0,7.8,0.89,1542,20%,-0.84,-0.23,-0.58,0.51,9%,-2.5,1149,i,-26%
O=C(CC1C(=O)NCCN1CC1CCCCC1)NCc1ccc(Cl)cc1 (stereo not given),i,-4,2.7,1.8,8.1,0.08,1455,4%,-1.1,-0.33,-0.63,0.23,6%,1.0,1056,i,-28%
CCS(=O)(=O)N1CCCC(C(=O)NCc2cccc(OC)c2)C1 (stereo not given),i,-2,3.4,2.1,6.8,-0.1,1221,-1%,2.1,-0.18,1.7,-2,16%,x,x,i,-2%
CCOC(=O)/C(C#N)=C1/C=CN(Cc2ccccc2)C=N1,i,-26,2.1,2.2,4.0,-0.72,1291,14%,-0.15,-0.17,-0.08,0.43,-33%,-0.8,1130,i,-49%
